# SENP8 block-1 – SENP8 protease inhibitors, primary screen, biochemical, luminescence; purified SENP8, Z-RLRGG-aminoluciferin cleavage; inhibition, % at 10 µM; 330,000 tested, 1.2% active; AID 2540, 2010; in the data active = inhibition above about 50%
# Target sequence (Q96LD8 whole entry, looked up): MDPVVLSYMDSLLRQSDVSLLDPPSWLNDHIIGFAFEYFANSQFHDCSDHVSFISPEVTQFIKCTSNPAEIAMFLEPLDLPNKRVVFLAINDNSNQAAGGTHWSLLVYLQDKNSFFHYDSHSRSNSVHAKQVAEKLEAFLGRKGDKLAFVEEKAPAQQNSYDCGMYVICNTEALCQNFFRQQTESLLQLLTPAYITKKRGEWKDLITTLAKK
# SENP8 block-2 – human SENP8 protease inhibitors, primary screen, biochemical, fluorescence, Nedd8 protein substrate, uHTS | Sentrin-specific protease 8 (Homo sapiens), Q96LD8 | recombinant SENP8 | inhibition, % at 20 µM | 360,000 tested, 0.64% active | AID 602440, 2012; in the data active = inhibition mostly above about 40%, no sharp cut-off; inactive = mostly below about 27%
# SENP6 block – SENP6 protease inhibitors, primary screen, biochemical, luminescence, uHTS. Sentrin-specific protease 6 (Homo sapiens), Q9GZR1. Recombinant SENP6 catalytic domain, aminoluciferin luminescence. 330,000 tested, 1.8% active. inhibition, % at 10 µM;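 active = inhibition above about 50% at the single tested dose, limit read from the data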;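 also: plate controls were DMSO wells with enzyme for no effect and DMSO wells lacking enzyme for full effect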
# Apaf-1 inh – inhibitors of human Apaf-1 apoptosome, primary screen, biochemical, DEVD-Rh110 fluorescence, uHTS; Apoptotic protease-activating factor 1 (Homo sapiens), O14727; AID 489030, 2010; reconstituted apoptosome caspase-3 activity; 330,000 tested, 0.71% active; inhibition, % at 20 µM; active = inhibition of at least 40% at 20 µM;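 also: plate controls were DMSO wells for no effect and DEVD-CHO caspase inhibitor wells for full effect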
#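 Material: reconstituted apoptosome with Apaf-1, cytochrome c, caspase-9, procaspase-3, dATP. Technique: Rh110 fluorescence intensity. Buffer or medium: pH 7.5 Hepes buffer with CHAPS, BSA, DTT. Times: 30 min plus 50 min, RT.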
# UBC13 polyUb – UBC13 polyubiquitin chain formation inhibitors, primary screen, biochemical, TR-FRET, uHTS; 330,000 tested, 0.47% active; Ubiquitin-conjugating enzyme E2 N (Homo sapiens), P61088; inhibition, % at 20 µM; in the data active = inhibition above about 45%, passing the limit was not always enough
# Target sequence (P61088 whole entry, looked up): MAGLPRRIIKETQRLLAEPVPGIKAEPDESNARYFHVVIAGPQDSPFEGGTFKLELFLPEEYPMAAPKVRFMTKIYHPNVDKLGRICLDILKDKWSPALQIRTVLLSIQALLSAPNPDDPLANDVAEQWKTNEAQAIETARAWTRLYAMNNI
# SENP7 inh – SENP7 protease inhibitors, primary screen, biochemical, luminescence, uHTS; Sentrin-specific protease 7 (Homo sapiens), Q9BQF6; recombinant SENP7, Z-RLRGG-aminoluciferin luminescence, 40 min; inhibition, % at 5 µM; 330,000 tested, 1.5% active; AID 434973, 2010;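 active = inhibition above about 50% at the single test dose, limit read from the data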;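 also: plate controls were DMSO with enzyme for no effect and no enzyme buffer wells for full effect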
# SENP1 FRET inh – human SENP1 catalytic domain inhibitors, primary screen, biochemical, FRET, uHTS; inhibition, % at 10 µM; recombinant SENP1 catalytic domain, CyPet-SUMO1-YPet FRET cleavage; Sentrin-specific protease 1 (Homo sapiens), Q9P0U3; 360,000 tested, 0.21% active;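 active = inhibition at least 30% at 10 µM, raw YFP signal under a set limit, fluorescence ratio 0.5 to 1.5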;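 also: 0% = enzyme with DMSO and 100% = no enzyme wells; some results filed as inactive read as strong as hits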
# Target sequence (Q9P0U3 419-644 limits assumed): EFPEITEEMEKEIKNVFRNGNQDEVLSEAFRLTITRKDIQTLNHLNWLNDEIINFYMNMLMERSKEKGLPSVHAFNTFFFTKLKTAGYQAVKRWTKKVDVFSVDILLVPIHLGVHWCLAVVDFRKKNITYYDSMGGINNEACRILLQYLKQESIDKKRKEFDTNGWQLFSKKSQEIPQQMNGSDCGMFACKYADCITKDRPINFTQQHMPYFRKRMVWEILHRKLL
#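 system = hSENP1 catalytic domain, recombinant | reagent = SFCypet-SUMO1-SFYpet substrate at 25 nM | doses = one dose per compound, 10 µM, 0.5% DMSO | incubation = enzyme reaction for 50 min at room temperature, dark | measured by = FRET, CFP and YFP emission | controls = no-enzyme low, enzyme-DMSO high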
# A3G deaminase – APOBEC3G DNA deaminase inhibitors, primary screen, biochemical, fluorescence, single-stranded DNA substrate, uHTS | recombinant A3G, ssDNA deamination FAM/TAMRA fluorescence | AID 493012, 2011 | inhibition, % at 20 µM | 330,000 tested, 0.28% active;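 active = inhibition of at least 40% at 20 µM, with no more than 30% in the related APOBEC3A deaminase screen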;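 also: plate controls were DMSO wells with A3G for no effect and wells lacking A3G enzyme for full effect; some compounds called inactive have numbers as strong as hits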
# Target sequence (Q9HC16 whole entry, looked up): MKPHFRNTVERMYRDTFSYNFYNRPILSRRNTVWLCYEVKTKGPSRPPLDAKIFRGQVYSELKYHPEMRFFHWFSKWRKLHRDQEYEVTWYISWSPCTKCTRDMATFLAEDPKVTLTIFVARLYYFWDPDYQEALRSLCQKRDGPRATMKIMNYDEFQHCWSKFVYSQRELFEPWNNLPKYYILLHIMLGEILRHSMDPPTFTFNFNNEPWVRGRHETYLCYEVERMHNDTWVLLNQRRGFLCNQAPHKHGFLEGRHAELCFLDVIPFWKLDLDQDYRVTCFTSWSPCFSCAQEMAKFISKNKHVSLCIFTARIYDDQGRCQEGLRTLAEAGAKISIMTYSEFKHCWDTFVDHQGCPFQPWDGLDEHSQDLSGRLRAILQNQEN
# The depositor's hits bear a star; . = no result given.
entry	Molecule	SENP8 block-1	SENP8 block-2	SENP6 block	Apaf-1 inh	UBC13 polyUb	SENP7 inh	SENP1 FRET inh	A3G deaminase
1	Cn1nnnc1SCCNCc1cc(Cl)ccc1OCc1ccccc1	-13	12	-8	15	0	-2	4	-11
2	COc1ccc(C)cc1-n1nnnc1SCc1nc2ccccc2c(=O)[nH]1	2	-11	2	2	-10	9	-8	0
3	CCOc1ccc(N2CC(C(=O)OCC(=O)NCc3ccccc3)CC2=O)cc1 (stereo unspecified)	-6	17	-9	-14	0	-7	1	-5
4	Cc1ccc(CCN2CC(C(=O)NC(C)C)CC2=O)cc1 (stereo unspecified)	9	-46	3	-1	6	5	1	-8
5	CCOc1ccc(/C=C2\SC(=S)NC2=O)cc1OC	6	35	-6	-1	-14	-6	-12	-5
6	CCN(CC(=O)N1CCCC1)S(=O)(=O)c1ccc(F)cc1	-6	13	7	21	-7	5	0	-1
7	COc1cccc(N2CCN(C(=O)C3CCN(S(=O)(=O)c4cccs4)CC3)CC2)c1	-1	-3	-26	8	3	2	3	-5
8	CC(C)(C)NC(=O)C(c1cccnc1)N(C(=O)c1csnn1)c1ccccc1 (stereo unspecified)	-3	11	-6	0	2	-4	1	-7
9	Cc1ccc(C(=O)N/N=C(\CC(C)C)c2ccccc2)cc1	3	12	-1	10	15	1	3	-1
10	CC1(C(=O)O)CCC(C(=O)Nc2ccccc2O)C1(C)C (stereo unspecified)	-5	32	0	4	0	-3	2	-2
11	CCOC(=O)c1ccc(NCn2c(=O)oc3ccccc32)cc1	-11	9	-10	8	-7	-4	54*	-4
12	CN(Cc1ccccc1)C(=O)c1ccccc1NC(=O)c1ccco1	-8	12	-13	2	-2	8	2	-7
13	Cc1ccc(C)c(C(=O)CC2(O)C(=O)N(C)c3ccccc32)c1 (stereo unspecified)	-2	5	10	-15	11	8	-4	-4
14	COc1ccc(NC(=S)NCC2CCN(c3ccc(OC)cc3)C2)cc1 (stereo unspecified)	-15	32	3	18	-6	-5	-3	-4
15	COc1ccc(C)cc1S(=O)(=O)N1CCN(C(=O)c2ncoc2-c2cccc(F)c2)CC1	-10	5	-23	17	2	-11	2	-10
16	CC(C)NC(=S)NNC(=O)C12CC3CC(CC(C3)C1)C2	-3	7	-2	-9	-2	-7	2	-7
17	COc1ccc(NC(=O)Nc2ccc3c(c2)CCC3)c(OC)c1	-9	2	-21	1	0	3	1	-9
18	CCCOc1ccc(CCN2CCC(=O)NC2=O)cc1C	-6	10	-6	-3	7	6	0	2
19	C[C@H](CO)N1C[C@H](C)[C@@H](CN(C)C(=O)NC2CCCCC2)Oc2ccc(NC(=O)Cc3ccccc3)cc2C1=O	4	3	-23	-11	-4	3	2	-6
20	CCCOc1nc(C)cc(COC)c1C(N)=O	3	-3	-2	-16	3	-1	-3	-9
21	COc1ccc(COC(=O)C2CC(=O)N(Cc3ccc(C)cc3)C2)cc1 (stereo unspecified)	-3	9	-8	8	-4	-9	-1	6
22	COc1cccc(C(=O)Nc2ccc(S(=O)(=O)N3CCCCC3)cc2)c1OC	-1	11	5	13	4	7	1	0
23	CCOc1ccc(S(=O)(=O)NN=C2CCN(C(C)=O)CC2)cc1	-6	20	-13	4	-4	-3	3	-6
24	CCN1C(=O)C(=O)N(CC(=O)c2cc(C)n(C3CC3)c2C)C1=O	-13	-4	-12	1	-8	-13	1	-8
25	CCCCc1ccc(S(=O)(=O)Nc2ccc(C)c(NS(C)(=O)=O)c2)cc1	9	25	-13	-12	-7	3	2	-4

# (next part)
entry	Molecule	SENP8 block-1	SENP8 block-2	SENP6 block	Apaf-1 inh	UBC13 polyUb	SENP7 inh	SENP1 FRET inh	A3G deaminase
26	COCc1cc(C)nc(OCC(=O)N/N=C/c2ccccc2O)c1C#N	-2	-140	-1	4	-30	3	-2	-2
27	Cc1ccc(/C=C/C2=NN(C)C(=O)CC2)cc1	76*	19	3	0	-7	86*	1	1
28	O=C1c2ccccc2C(=O)C1(O)O	62*	.	57*	68*	-52	44	.	-3
29	CC(Sc1nnc(C2CC2)n1N)C(=O)NC1CCCCC1C (stereo unspecified)	-2	1	8	-3	9	-4	4	-9
30	CC(=O)c1ccccc1NCC(=O)Nc1ccc(C)cc1	2	-298	-8	7	3	5	-47	-1
31	CCOc1ccc(NC(=O)C2CC(=O)N(CCc3ccccc3)C2)cc1OC (stereo unspecified)	-7	20	-8	1	10	4	0	-3
32	CCOC(=O)N1CCC(NC(=O)Cn2ncc3c2-c2cc(C)ccc2OC3)CC1	9	9	-10	6	3	7	2	2
33	CC(C)n1cc(C(=O)N2CCCC(N3CCN(c4ccc(F)cc4)CC3)C2)cn1 (stereo unspecified)	1	6	-10	-11	-11	-5	3	-11
34	O=C(Nc1c(F)cc(F)cc1Br)c1ccco1	-10	0	-14	-13	-3	-3	4	-6
35	CCCn1nc(C(=O)N(C)CC(=O)Nc2ccc(OCC)c(OCC)c2)c2ccccc2c1=O	0	30	0	1	1	7	1	-1
36	CCOc1cc(C2NC(=O)NC(C)=C2C(=O)OCc2ccccc2)ccc1O (stereo unspecified)	-2	-2	8	-2	13	-4	4	1
37	Cc1noc(C(C)C)c1C(=O)Nc1ccc(-c2nnc3n2CCCCC3)cc1	-5	-2	3	-2	4	1	-1	-5
38	COC(C[C@@H]1O[C@@H]1C(=O)COCc1ccccc1)OC	3	12	0	7	-8	-3	3	-2
39	N#CCCn1cc(C(=O)Nc2cccc(C(=O)O)c2)c(-c2ccc(Cl)cc2)n1	2	5	-9	-9	6	-7	1	-5
40	COc1ccc(OCCOC(=O)CNS(=O)(=O)c2ccc(SC)c([N+](=O)[O-])c2)cc1	-7	5	-7	-3	-2	-5	0	-10
41	O=C(OCC(=O)c1ccc[nH]1)c1cncc(Br)c1	-2	-1	0	-9	-6	3	-32	-3
42	O=C(O)C1(c2ccccc2)CCN(S(=O)(=O)c2ccc(Cl)cc2)CC1	-2	14	-15	-4	0	-2	1	0
43	CC1=CC(C)(C)NC(=S)N1c1ccccc1	-5	16	1	-20	9	2	-1	-7
44	COc1ccc(/C=N/NC(=O)c2cc(-c3ccccc3)nc3ccccc23)c(C(=O)O)c1OC	-5	-1	-12	5	-6	6	2	-9
45	Cc1cc2ccc3ccccc3c2cc1CN(C)C	-9	-2	-20	-8	13	-2	-10	-9
46	COc1cc2c(cc1OC)CN(C(=O)c1ccc(Br)o1)CC2	-6	1	-3	7	-5	-3	-3	-4
47	CC1CCC(NCC(=O)Nc2cccc(S(N)(=O)=O)c2)CC1 (stereo unspecified)	-3	8	-6	-10	1	-15	1	-4
48	Cc1ccc(C(=O)N/N=C\c2cc(Br)c(Br)o2)cn1	44	59*	66*	75*	-48	18	41*	28
49	CCCCC(=O)Nc1cc([N+](=O)[O-])ccc1F	1	5	-3	2	4	5	1	-8
50	CCC(C(=O)OC)n1cnc2c(nnn2-c2cccc(Cl)c2)c1=O (stereo unspecified)	-4	4	-17	5	5	-2	0	1

# Additional structures
entry	Molecule	SENP8 block-1	SENP8 block-2	SENP6 block	Apaf-1 inh	UBC13 polyUb	SENP7 inh	SENP1 FRET inh	A3G deaminase
51	COc1ccc(OCc2ccc(C(=O)O)cc2)cc1	51*	31	84*	5	8	68*	1	-2
52	O=S(=O)(/N=C(/Nc1nc2ccccc2s1)c1ccccc1)c1ccccc1	60*	-8	72*	9	-21	15	2	-1
53	O=C(Nc1ccc2c(c1)OCO2)c1ccc(N2C(=O)c3ccccc3C2=O)cc1	-5	15	-7	-13	-10	12	7	4
54	O=C(NC1CCN(S(=O)(=O)c2ccc(Cl)cc2)CC1)C1CCCCC1	0	3	2	-11	0	-1	-2	-8
55	Nc1ccc2oc(-c3cc(Br)ccc3Cl)nc2c1	-1	-100	11	-5	23	8	-23	-8
56	CN(Cc1nc(-c2ccccn2)no1)S(=O)(=O)c1ccc(Br)cc1	0	15	1	-1	6	4	-4	-1
57	C/C(=N\NC(=O)c1c(C)nc2ccccn12)c1ccc(N2CCOCC2)cc1	-3	1	8	-23	-3	1	-1	-2
58	O=c1cc(O)c2c(=O)[nH]c(=O)n(-c3ccccc3)c2[nH]1	1	17	-15	-6	-2	9	3	7
59	CC(=O)c1ccc(-c2ccc(C(=O)NC3CCCCCC3)o2)cc1	4	-14	20	13	12	12	3	6
60	C=CCC1CCCCC12NC(=O)N(c1ccccc1)N2 (stereo unspecified)	1	18	2	-16	3	1	-2	-9
61	CN(c1ccc(C(=O)Nc2ccccc2Sc2ccccc2)cc1)S(C)(=O)=O	6	11	-6	13	4	-1	0	-7
62	CCc1ccc(C(=O)Nc2ccc(OC)c(S(=O)(=O)N3CCCCC3)c2)cc1	-2	9	7	16	-1	-2	-1	5
63	C[C@H]1C[C@@H]2[C@H]([C@@H](O)C[C@@]3(C)[C@H]2CC[C@]3(O)C(=O)CO)[C@@]2(C)C=CC(=O)C=C12	5	4	3	-7	1	5	3	-4
64	O=C(c1cc(-c2ccc(Cl)cc2)on1)N1CCN(c2ccc(F)cc2)CC1	0	13	-2	-1	-1	1	1	-5
65	COC(=O)c1sc2nc3c(cc2c1N)C(=O)CC(C)(C)C3	6	12	-2	0	2	-3	-7	-3
66	CCc1cccc(NC(=O)C2CCCN(S(=O)(=O)c3cccnc3)C2)c1 (stereo unspecified)	6	11	11	-6	-17	5	1	-1
67	CCn1c(O)c(/C=N/N=C2CCCCC2)c2cc(C3=NNC(=O)CC3)ccc21	-11	-312	-5	8	-8	-4	-3	-5
68	O=C(COC(=O)CNC(=O)c1ccccc1F)NC12CC3CC(CC(C3)C1)C2	8	8	14	-5	4	5	0	-7
69	Cc1cc2cc(CNC(=O)c3cccs3)ccc2n1C	1	-54	4	-13	2	2	-8	-6
70	CCCC(=O)n1nc(-c2ccccc2)nc1N	-8	16	-11	-1	-2	-5	4	-7
71	Cc1cc(C(=O)NCc2ccc(Cl)cc2)n(-c2ccccc2)n1	2	10	1	-6	5	8	4	-4
72	O=C(Nc1ccccc1Cc1ccccc1)c1ccccc1NS(=O)(=O)c1ccc(Cl)s1	2	10	16	7	-13	9	3	-1
73	COC(=O)C1=C(C)N(CC2CC2)C(=NCc2cccc(Cl)c2)N[C@H]1c1ccccc1	-1	-38	-5	8	54*	-4	-39	8
74	COc1ccccc1NC(=O)c1ccccc1-c1nc(-c2ccccc2OC)no1	1	5	12	-7	-1	3	1	-7
75	CCN(CC(=O)NC1CCCC1)S(=O)(=O)c1ccc(C)cc1	6	18	-12	-20	4	-2	0	0
76	O=C(c1ccco1)N1CCN(C(=O)c2cnn3c2NC(c2cccs2)CC3C(F)(F)F)CC1 (stereo unspecified)	-9	20	-12	-11	-4	14	-2	-5

# Screening data deposited in PubChem by Sanford-Burnham Center for Chemical Genomics.

# Not a hit list; overall some 3.6% were active at least once.
